From PubChem BioAssay
4MU fluor: compound fluoresces in the 4-MU spectral region; compound autofluorescence, 340/450 nm, 4-MU equivalents; hits give high values; max dye-equivalent concentration, M; 59,000 compounds, 11% hits; in the data active means max dye-equivalent concentration above about 10 nM; inconclusive means mostly about 1.1 nM to 9.6 nM
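Compounds in 100 mM Tris, pH 8.0, incubated 15 min at room temperature, then fluorescence read at 340 nm excitation/450 nm emission. Signal converted to 4-MU dye-equivalent concentration using an on-plate six-point 4-MU standard curve.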
HEK293 cAMP cs: counter-screen for TSHR agonists: cAMP increase in parental HEK293; parental HEK293 CNG cAMP sensor, membrane potential fluorescence; 73,000 compounds, 2.5% hits; Potency, µM (highest dose often 57.1 µM), for inactives: top-dose activation, hits mostly activators; further: potency means the concentration at half of the fitted maximal effect; % of control where 0% means no effect; nearly all actives have a fitted effect of over 55% in size
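Counterscreen for endogenous-receptor signalling: CNG-channel HEK 293 cells report cAMP rise by membrane depolarization. After 60 min dye equilibration with 100 uM RO 20-1724, compounds incubated 30 min before bottom-read fluorescence at 590 nm.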
Rhodamine autofl: compound autofluorescence in rhodamine spectral region; Rhodamine-region fluorescence, 547/598 nm, Tris buffer; hits give high values; max dye-equivalent concentration, M; 59,000 compounds, 0.05% hits; in the data active means max dye-equivalent concentration above about 11 nM; inconclusive means between about 1.1 nM and that limit
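Intensities are converted to rhodamine-equivalent concentration using a six-point rhodamine standard on each plate. Compounds sit 15 min at room temperature in 100 mM Tris buffer, pH 8.0; read uses the 547/598 nm excitation/emission pair.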
FLuc inh: firefly luciferase inhibition; P08659; purified firefly luciferase, luminescence, 8 min; Potency, µM (highest dose often 57.1 µM), without a hit: top-dose activity change, negative = inhibition, usual class: inhibitors; 72,000 compounds, 2.2% hits; AID 411; further: potency means the concentration at half of the fitted maximal effect; on the % scale 0 is the no-effect control and ±100 the full control effect; nearly all actives have a fitted effect of over 40% in size
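Compounds were tested as concentration series (qHTS) against purified P. pyralis luciferase with luciferin and 10 uM ATP in 50 mM imidazole pH 7.2, 50 mM KCl, 7 mM MgCl2, 0.01% Tween 20, 0.05% BSA. Luminescence was read after 8 min at ambient temperature.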
Fluorescein autfl: compound autofluorescence in fluorescein spectral region | Compound autofluorescence, 480/540 nm, fluorescein-equivalent; hits give high values | max fluorescein-equivalent concentration, M | 59,000 compounds, 0.91% hits | AID 593; in the data active means max fluorescein-equivalent concentration above about 10 nM; inconclusive means between about 1.1 nM and that limit
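Values reflect compound autofluorescence, normalized to fluorescein on the same plate and reported at each tested concentration. Conditions: 100 mM Tris pH 8.0, room temperature, 15 min, excitation 480 nm, emission 540 nm.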
A350 fluor: A350 region autofluorescence; max dye-equivalent concentration, M; AID 590; 59,000 compounds, 11% hits; Compound autofluorescence, 340/450 nm, Alexa 350 dye-equivalents; hits give high values; in the data active means max dye-equivalent concentration above about 10 nM; inconclusive means mostly about 1.1 nM to 9.6 nM
Caspase-1 inhib: blocks human caspase-1 allosterically or competitively; Caspase-1 enzyme, Ac-WEHD-AFC fluorogenic rate; Potency, µM (highest dose often 57.5 µM), inactives show top-dose activity change, negative = inhibition, actives largely listed as inhibitors; P29466; 75,000 compounds, 0.03% hits;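 further: potency means the concentration at half of the fitted maximal effect; plate controls were vehicle for no effect and no substrate for full effect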
Tau filament bind: binders of human tau filaments. recombinant tau filaments, thioflavin S fluorescence, 15 h; filaments grown with octadecylsulfate alongside compound. Potency, µM (highest dose often 57.1 µM), for inactives: at the top dose activity change, negative = inhibition. 71,000 compounds, 2% hits;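 further: potency means the concentration at half of the fitted maximal effect; on the % scale 0 is the no-effect control and ±100 the full control effect; actives lower thioflavin S fluorescence by blocking filaments or displacing dye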
Target sequence (P10636 whole entry, looked up): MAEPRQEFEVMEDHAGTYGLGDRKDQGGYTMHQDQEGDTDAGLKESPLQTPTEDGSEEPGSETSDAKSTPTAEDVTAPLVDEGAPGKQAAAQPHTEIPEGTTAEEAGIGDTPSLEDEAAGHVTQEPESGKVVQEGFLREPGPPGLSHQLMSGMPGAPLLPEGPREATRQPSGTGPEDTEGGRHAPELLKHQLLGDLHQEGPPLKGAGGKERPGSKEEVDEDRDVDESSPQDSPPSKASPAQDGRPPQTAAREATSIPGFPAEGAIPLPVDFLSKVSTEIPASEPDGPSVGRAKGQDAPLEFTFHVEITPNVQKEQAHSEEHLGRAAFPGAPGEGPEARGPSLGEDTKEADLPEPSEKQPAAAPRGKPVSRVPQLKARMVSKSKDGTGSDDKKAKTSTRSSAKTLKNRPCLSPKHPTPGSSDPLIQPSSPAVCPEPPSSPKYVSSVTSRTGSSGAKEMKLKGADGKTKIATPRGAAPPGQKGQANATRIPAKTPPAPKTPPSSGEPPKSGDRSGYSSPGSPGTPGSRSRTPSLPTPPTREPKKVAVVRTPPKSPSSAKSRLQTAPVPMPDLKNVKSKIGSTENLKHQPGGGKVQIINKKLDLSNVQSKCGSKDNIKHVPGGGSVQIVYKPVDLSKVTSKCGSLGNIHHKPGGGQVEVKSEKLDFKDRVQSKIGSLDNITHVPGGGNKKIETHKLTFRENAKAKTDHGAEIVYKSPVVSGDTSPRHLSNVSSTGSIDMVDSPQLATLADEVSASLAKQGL
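His-tagged recombinant human tau (exons 2, 3, 10; 1 uM final) fibrillized with 30 uM sodium octadecylsulfate, 15 h at 37 C, in pH 7.4 HEPES buffer with 10 uM thioflavine S and 5 mM DTT. Reduced ThS fluorescence (450/510 nm) marks activity.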
Caspase-7 inhib: caspase-7 (human) inhibition, allosteric or competitive; P55210; 75,000 compounds, 0.02% hits; AID 889; Potency, µM (series often up to 57.5 µM), without a hit: at the top dose activity change, negative = inhibition, most hits filed as inhibitors; recombinant caspase-7, Ac-DEVD-AFC fluorescence rate; active means well fitted inhibition curve with a large enough effect in the main read-out, with a control signal flat, not every such curve was filed as active; inconclusive means small, poorly fitted or top-dose-only effect, or a change in a side signal; further: potency means the concentration at half of the fitted maximal effect; % of control where 0% means no effect
Target sequence (P55210 24-198 limits assumed): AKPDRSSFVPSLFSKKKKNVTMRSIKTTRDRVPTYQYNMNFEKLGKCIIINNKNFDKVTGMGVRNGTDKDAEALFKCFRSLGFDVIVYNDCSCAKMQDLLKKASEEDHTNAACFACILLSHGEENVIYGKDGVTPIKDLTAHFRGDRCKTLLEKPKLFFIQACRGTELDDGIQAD
Target sequence (P55210 207-303 limits assumed): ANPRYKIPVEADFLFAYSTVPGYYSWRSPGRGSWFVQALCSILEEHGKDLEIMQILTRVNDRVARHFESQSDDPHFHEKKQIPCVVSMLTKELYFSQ
Texas Red fluor: Texas Red region autofluorescence; Compound fluorescence, Texas Red channel, 547/618 nm; hits give high values; 59,000 compounds, 0.06% hits; max dye-equivalent concentration, M; in the data active means max dye-equivalent concentration above about 10 nM; inconclusive means between about 1.1 nM and that limit
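Compound titrations in 100 mM Tris pH 8.0 were incubated 15 min at room temperature and read at 547 nm excitation / 618 nm emission. Texas Red six-point standard curve on each plate converted fluorescence to dye-equivalent concentration.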
ERK AVP inh: blocks ERK signaling stimulated by vasopressin; HEK293-V1b, vasopressin-stimulated pERK AlphaScreen; Potency, µM (highest dose often 57.5 µM), inactives show top-dose activity, negative = inhibition, hits mostly inhibitors; 72,000 compounds, 0.99% hits; AID 995; further: potency means the concentration at half of the fitted maximal effect; on the % scale 0 is the no-effect control and ±100 the full control effect; nearly all actives have a fitted effect of over 55% in size
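Phosphorylated ERK1/2 detected via AlphaScreen bead proximity in lysates of V1b-expressing HEK293 cells given 25 nM vasopressin for 5 min after 30 min compound exposure (37 °C). AC50 from Hill equation; basal DMSO 0%, vasopressin 100%.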
Numbers without * were called inactive; i = inactive; ? = inconclusive; . = not tested or not shown; [ ] = remark or other dose. Unless noted, the call rests on the fitted dose curve; in most records, active means well fitted curve in the direction sought with a large enough effect; inconclusive means small, poorly fitted or top-dose-only effect, or another doubt; inactive means no such curve, though single readings can be large; an effect the other way counts as inactive or inconclusive. This is a subset; rates above refer to the full screens.

SMILES | 4MU fluor | HEK293 cAMP cs | Rhodamine autofl | FLuc inh | Fluorescein autfl | A350 fluor | Caspase-1 inhib | Tau filament bind | Caspase-7 inhib | Texas Red fluor | ERK AVP inh
CC1(C)NC(=O)N(CC(O)COc2ccccc2-c2ccccc2)C1=O (stereo not given) | i | 5.6% | i | -0.2% | ? | i | 2.0% | 1.5% | -1.3% | i | -24.6%
CC1(C)Cc2c(sc3c4nnnn4c4nnnn4c23)CO1 | ? | . | i | 1.0%[25.5 µM] | ? | 1.15e-08M* | . | . | . | i | .
COc1cc(-c2nc(S(=O)(=O)c3ccc(C)cc3)c(N3CCOCC3)o2)cc(OC)c1OC | i | -11.6% | i | 0.7% | i | i | -0.3% | 0.0% | -0.9% | i | -20.7%
O=C(Nc1cc(C(F)(F)F)ccc1N1CCCCC1)c1ccco1 | i | ? | i | -2.2% | ? | i | 0.2% | 2.1% | 0.1% | ? | 9.7%
O=C1C[C@H](c2ccccc2)Oc2cc(O)cc(O)c21 | i | 1.7% | i | 1.0%[11.4 µM] | i | i | 0.3% | ? | 2.4% | i | 2.0%
c1ccc(CCN2CCN(c3ncnc4c3cnn4-c3ccccc3)CC2)cc1 | i | -5.6% | i | -0.2% | ? | i | -3.3% | 62.2% | -5.0% | i | 15.8µM*
Cc1nnc(SCCn2c(N3CCN(Cc4ccccc4)CC3)nc3c2c(=O)[nH]c(=O)n3C)s1 | i | -3.7% | i | 0.2% | ? | i | -2.1% | -1.8% | -0.9% | i | -14.1%
c1nc(N2CCOCC2)c2[nH]cnc2n1 | i | 6.9% | i | 0.8% | i | ? | -2.5% | -14.4% | 0.8% | i | ?
CCCCN(C)CCCNC(=O)c1cccc(N2CCCC2=O)c1 | i | 0.1% | i | 0.3% | i | i | 0.8% | 10.9% | -0.2% | i | 0.8%
CCNS(=O)(=O)c1c(C)cc(N2CCCC2=O)cc1C | i | 9.3% | i | 2.0% | i | i | -2.7% | -13.1% | 1.4% | i | 18.8%
Nc1cc(=O)[nH]c(=O)n1Cc1ccco1 | i | ? | i | 2.5% | i | i | -0.4% | 1.5% | 0.4% | i | -0.8%
CCOC(=O)N1CCN(Cc2nc3c(c(=O)n(C)c(=O)n3C)n2Cc2ccccc2C)CC1 | i | 6.5% | i | 1.7% | ? | i | 1.7% | 6.3% | 0.8% | i | -8.0%
CN1C(=O)CC(N2CCN(C(c3ccccc3)c3ccccc3)CC2)C1=O (stereo not given) | i | 5.2% | i | 3.0% | i | i | 1.4% | 1.8% | -0.4% | i | -25.5%
O=C(CNC(=O)c1cccs1)NC1=NCCS1 | i | -2.7% | i | 0.0% | i | i | -1.2% | 4.1% | 0.9% | i | -12.0%
Cc1cc(N2C(=O)C3C4C=CC(C4)C3C2=O)ccc1Br (stereo not given) | i | 6.4% | i | -1.5% | i | i | 0.4% | -1.8% | 0.1% | ? | 6.8%
NS(=O)(=O)c1ccc(NCc2c(F)cccc2Cl)cc1 | i | 7.1% | i | 2.5% | ? | i | -1.4% | 10.1% | 3.5% | i | -1.9%
Cc1ccc(C#N)cc1 | . | 5.4% | . | . | . | . | -3.0% | 5.0% | 1.4% | . | 6.1%
CC1CN(C2CCCCC2)c2nc3c(c(=O)n(C)c(=O)n3C)n2C1 (stereo not given) | i | -0.1% | i | 3.0% | i | i | 0.3% | -6.9% | 0.5% | ? | -13.2%
O=C(CN(CCc1ccccc1)C(=O)CNS(=O)(=O)c1ccccc1)NCC1CCCO1 (stereo not given) | i | -3.9% | i | 2.6% | i | i | -1.3% | 0.0% | 0.6% | i | -10.3%
O=C(CSc1nnc(Cc2cccs2)n1-c1ccccc1)NCc1ccc2c(c1)OCO2 | i | 0.8% | i | 2.6% | i | i | -2.5% | 4.0% | -0.3% | i | -8.6%

A draw from above in order of number of heavy atoms, highest first.
SMILES | 4MU fluor | HEK293 cAMP cs | Rhodamine autofl | FLuc inh | Fluorescein autfl | A350 fluor | Caspase-1 inhib | Tau filament bind | Caspase-7 inhib | Texas Red fluor | ERK AVP inh
CCOC(=O)N1CCN(Cc2nc3c(c(=O)n(C)c(=O)n3C)n2Cc2ccccc2C)CC1 | i | 6.5% | i | 1.7% | ? | i | 1.7% | 6.3% | 0.8% | i | -8.0%
CN1C(=O)CC(N2CCN(C(c3ccccc3)c3ccccc3)CC2)C1=O (stereo not given) | i | 5.2% | i | 3.0% | i | i | 1.4% | 1.8% | -0.4% | i | -25.5%
CCNS(=O)(=O)c1c(C)cc(N2CCCC2=O)cc1C | i | 9.3% | i | 2.0% | i | i | -2.7% | -13.1% | 1.4% | i | 18.8%
O=C1C[C@H](c2ccccc2)Oc2cc(O)cc(O)c21 | i | 1.7% | i | 1.0%[11.4 µM] | i | i | 0.3% | ? | 2.4% | i | 2.0%

More results follow:
SMILES | 4MU fluor | HEK293 cAMP cs | Rhodamine autofl | FLuc inh | Fluorescein autfl | A350 fluor | Caspase-1 inhib | Tau filament bind | Caspase-7 inhib | Texas Red fluor | ERK AVP inh
COc1ccc(C2(C(=O)Nc3cc(C)on3)CCOCC2)cc1 | i | -1.2% | i | -0.1% | i | i | 0.0% | -2.1% | -0.8% | ? | 6.8%
N#Cc1ccc(OCc2nnc(SCC(=O)N3CCCc4ccccc43)n2-c2ccccc2)cc1 | i | 9.5% | i | 2.5% | i | i | -0.1% | 13.4% | -11.6% | i | 4.6%
O=C(Nc1ccc(S(=O)(=O)NCc2ccco2)cc1)c1ccc2ccccc2n1 | i | ? | i | 2.6% | i | ? | -3.0% | 39.8% | -3.2% | i | 9.3%
O=C(CSc1nc2ccccc2o1)Nc1ccc(N2CCOCC2)c(Cl)c1 | i | ? | i | -3.5% | i | i | -1.4% | ? | -3.9% | i | ?
COC(=O)Cn1c(=NC(=O)CSCC(=O)Nc2cc(C)on2)sc2ccccc21 | . | -1.4% | . | 0.8% | . | . | -3.6% | -9.7% | -6.4% | . | .
Cn1c(=N)n(CC(O)c2ccco2)c2ccccc21 (stereo not given) | i | 8.2% | i | 0.0% | i | ? | 0.4% | 3.5% | -2.0% | i | 4.7%
COCCCN1C(=O)C(O)=C(C(C)=O)C1c1ccccn1 (stereo not given) | i | -2.3% | i | 1.8% | i | i | -4.5% | -5.1% | 0.6% | i | 1.3%
CC(C)(NCc1ccccc1Cl)C(=O)O | i | 6.9% | i | 1.7% | i | i | 2.6% | 2.7% | 0.5% | i | 6.2%
Nc1ncnc2nc(-c3ccc(C[P+](c4ccccc4)(c4ccccc4)c4ccccc4)cc3)[nH]c12 | i | -2.9%[11.4 µM] | i | 0.8%[11.4 µM] | i | i | 2.7%[11.5 µM] | 49.8%[11.4 µM] | -3.2%[11.5 µM] | i | -3.8%[11.5 µM]
Cc1ccc(C)c(SCC(=O)OCC(=O)c2ccco2)c1 | i | 1.2% | i | 1.2% | i | i | 0.6% | -6.9% | -8.4% | i | -11.0%
O=C(c1cccc(F)c1)N1CCC2(CCCN(c3ccccn3)C2)CC1 | i | ? | i | 0.6%[11.4 µM] | i | i | -1.5% | 5.5% | 0.4% | i | -19.7%
COc1ccc(CNc2oc(C)nc2C#N)cc1 | . | ? | . | 3.0% | . | . | -0.6% | -0.1% | -1.3% | . | -26.7%
CCn1c(SCC(=O)NCc2ccc3c(c2)OCO3)nnc1-c1c[nH]c2ccccc12 | i | 14.0% | i | 3.1% | i | i | -1.3% | 1.3% | -1.4% | i | 1.4%
Cc1cc(C(=O)Cn2nnc3ccccc3c2=O)c(C)n1Cc1cccs1 | i | ? | i | 6.31µM* | i | i | -1.8% | -9.3% | -0.7% | i | 1.9%
Cc1cccc(-n2ccnc2SCC(=O)Nc2nccs2)c1C | i | 11.6% | i | 0.8% | i | i | 2.4% | 8.7% | -3.8% | i | ?
O=C(NCC1COc2ccccc2O1)c1ccccc1 (stereo not given) | i | 1.6% | i | -12.8% | i | i | -1.0% | -1.5% | 2.3% | ? | 7.8%
Cn1c(C(=O)N2CCN(c3ccc(Cl)cc3)CC2)cc2c(=O)n(C)c3ccccc3c21 | . | -1.4% | . | 0.7% | . | . | -3.1% | 3.7% | -2.5% | . | 15.6%
Cc1cc(C)nc(N2CCN(c3ncnc4c3oc3ccccc34)CC2)n1 | i | 8.3% | i | 2.6% | ? | ? | -2.8% | -2.3% | -1.3% | i | 2.6%
C[C@H](NC[C@H](O)CP(=O)(O)Cc1ccccc1)c1ccc(Cl)c(Cl)c1 | . | 8.2% | . | -10.4% | . | . | 2.4% | -16.2% | 1.0% | . | -5.7%
COc1ccc2[nH]cc(CCNc3ncncc3-c3ccc(N(C)C)cc3)c2c1 | i | -8.9% | i | -4.5%[2.29 µM] | i | i | -4.3% | 25.1µM* | -1.3% | i | ?
CN1CCN(C(=O)c2ccc(S(=O)(=O)c3ccc(Br)cc3)cc2)CC1 | ? | 0.5% | i | 1.2% | i | 1.06e-08M* | -2.0% | -5.8% | -3.5% | i | -10.2%
COCCOC(=O)c1[nH]c2c(c1C)C(=O)CC(c1cc(OC)ccc1OC)C2 (stereo not given) | . | 23.5% | . | 1.4% | . | . | 2.0% | i | 0.9% | . | .
